# From PubChem
# BAP1 block = human BAP1 deubiquitinase inhibition; recombinant BAP1, Ub-AMC hydrolysis fluorescence kinetic; stronger effect = lower value; activity remaining (% of control), % at 20 µM; hit rate 0.48% among 72,000; AID 436;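 active = activity remaining at or below 50% of control, provided the compound also passes the data quality filters; inactive = the rest, including low values that fail the filters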;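 also: 100% = DMSO wells rate and 0% = substrate alone blank rate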
# Target sequence (Q92560 whole entry, looked up): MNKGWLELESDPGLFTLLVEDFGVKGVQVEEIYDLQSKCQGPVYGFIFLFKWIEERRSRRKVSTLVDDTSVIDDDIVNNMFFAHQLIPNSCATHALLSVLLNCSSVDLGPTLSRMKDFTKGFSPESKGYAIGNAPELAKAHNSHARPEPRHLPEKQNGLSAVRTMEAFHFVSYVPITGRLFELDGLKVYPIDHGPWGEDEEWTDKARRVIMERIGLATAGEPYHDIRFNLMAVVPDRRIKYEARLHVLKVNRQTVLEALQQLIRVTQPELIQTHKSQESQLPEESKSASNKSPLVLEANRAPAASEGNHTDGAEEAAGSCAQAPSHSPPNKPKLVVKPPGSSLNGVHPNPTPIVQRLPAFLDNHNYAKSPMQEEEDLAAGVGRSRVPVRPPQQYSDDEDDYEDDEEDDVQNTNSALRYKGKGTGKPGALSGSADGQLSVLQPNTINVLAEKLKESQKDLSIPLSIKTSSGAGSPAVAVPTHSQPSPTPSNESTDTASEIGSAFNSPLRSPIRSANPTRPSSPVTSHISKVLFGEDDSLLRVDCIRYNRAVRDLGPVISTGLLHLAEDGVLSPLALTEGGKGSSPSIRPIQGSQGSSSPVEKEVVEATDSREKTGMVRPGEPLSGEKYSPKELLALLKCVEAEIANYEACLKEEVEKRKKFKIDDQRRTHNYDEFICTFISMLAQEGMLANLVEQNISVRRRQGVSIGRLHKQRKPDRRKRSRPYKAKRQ
# HePTP inh = blocks human HePTP tyrosine phosphatase. recombinant HePTP phosphatase activity, OD absorbance. inhibition, % at 20 µM. hit rate 0.64% among 110,000; in the data active = inhibition above about 50%;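 also: plate controls were vehicle for no effect and reference inhibitor for full effect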
# Target sequence (P35236 whole entry, looked up): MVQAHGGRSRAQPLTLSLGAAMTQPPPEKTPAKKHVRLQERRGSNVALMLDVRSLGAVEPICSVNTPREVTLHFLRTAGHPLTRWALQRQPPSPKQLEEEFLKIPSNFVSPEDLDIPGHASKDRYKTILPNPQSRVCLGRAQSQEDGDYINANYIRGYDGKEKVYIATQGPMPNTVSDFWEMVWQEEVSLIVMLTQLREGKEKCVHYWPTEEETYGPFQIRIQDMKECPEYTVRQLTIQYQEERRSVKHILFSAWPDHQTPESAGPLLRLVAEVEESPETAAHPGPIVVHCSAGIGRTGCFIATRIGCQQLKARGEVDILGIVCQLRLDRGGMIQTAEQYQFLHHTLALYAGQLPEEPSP
# Numbers without * were called inactive; . = not tested or not shown; & = joins results of further samples. Compounds were not picked by outcome. Share with any hit: about 0.83%.
SMILES,BAP1 block,HePTP inh
COC(=O)C1=C(C(=O)c2ccc(C)cc2)C(c2ccc(OC)c(OC)c2)n2nnnc2N1 (stereo not drawn),87,6
CCN(Cc1ccccc1)C(=O)c1ccc(SC)cc1OC,.,4
Cn1c(CN2CCOCC2)nnc1SCC(=O)Nc1ccc2c(c1)OCCO2,65,6
Cc1ccc(C(=O)NCc2n[nH]c(=S)n2-c2ccccc2)cc1[N+](=O)[O-],103,.
COc1cccc(/C=C/c2nc3ccccc3c(=O)[nH]2)c1O,.,8
Cc1nc2ccccc2n1C(=O)c1ccc([N+](=O)[O-])cc1,.,1
Cc1cc(OCC(O)CN2C(C)CCCC2C)ccc1C(C)C (stereo not drawn),.,-1
CCc1nn(CC(=O)NCCN2CCN(C)CC2)c(=O)c2cc3occc3n12,99,6
O=C(Cc1coc(-c2ccc(F)cc2)n1)NCc1ccccc1,108,7
COc1ccccc1N1CCN(C(=O)c2oc3ccccc3c2C)CC1,73,17
CCOc1ccc(C(=O)Nc2c3c(nn2-c2ccc(OC)cc2)CSC3)cc1,84,.
CCC(=O)Oc1ccc2oc(=O)cc(C)c2c1,.,2
O=C(Nc1nccs1)c1ccc(NC(=O)C2CCCCC2)cc1,.,6
CCCC1(NC(=O)Cc2ccccc2)CCCC1,152,.
O=C(Nc1cnn(Cc2ccc(Cl)cc2Cl)c1)c1cc(-c2cccs2)on1,71,7
O=C(Nc1ccccn1)C(O)c1ccccc1 (stereo not drawn),69,-1
COc1ccc(C)cc1Nc1n[nH]c(C)c1[N+](=O)[O-],64,.
CCc1cccc(C)c1NC(=O)/C=C/c1ccc(F)cc1,.,-10
O=C(CN(C1CCCCC1)S(=O)(=O)c1ccc(F)cc1)NCc1ccncc1,.,2
CCN(CC)CCn1c2ccccc2c2nc3ccccc3nc21,146,.
COc1ccc(C(=O)N2CCN(S(=O)(=O)c3cc(Cl)ccc3OC)CC2)cc1,93,2
COc1ccc(CN2CCN(S(=O)(=O)c3ccc(NC(C)=O)cc3)CC2)cc1OC,65,2
Cc1csc(=Nc2c(C)n(C)n(-c3ccccc3)c2=O)n1Cc1ccccc1,84,-3
CSc1ccc(CN2CCN(C(=O)c3cccc(F)c3)CC2)cc1,.,10
C=CCOc1ccccc1/C=C1\N=C(c2ccc(C)cc2)OC1=O,.,-12

# Rewritten bar-delimited: entries from further up
mol | BAP1 block | HePTP inh
O=C(Nc1nccs1)c1ccc(NC(=O)C2CCCCC2)cc1 | . | 6
Cc1nc2ccccc2n1C(=O)c1ccc([N+](=O)[O-])cc1 | . | 1

# Next section
SMILES,BAP1 block,HePTP inh
COc1ccc(/C=C2\SC(=Nc3cccc(Cl)c3C)NC2=O)c(OC)c1,.,6
Cc1cccc(C)c1OCC(=O)Nc1ccc([N+](=O)[O-])cc1,.,7
CCC(C)Sc1nc2c(c(=O)[nH]c(=O)n2C)n1CCc1ccccc1 (stereo not drawn),92,.
O=S(=O)(c1ccc(S(=O)(=O)N2CCN(C/C=C/c3ccccc3)CC2)cc1)N1CCCC1,70,3
CC(=O)NS(=O)(=O)c1ccc(NC(=O)/C=C/c2ccc(F)cc2)cc1,.,74*
CC(C)C(C(=O)O)N1C(=O)/C(=C/c2ccc(F)cc2)SC1=S (stereo not drawn),.,-2
O=C(NCc1ccccc1)c1cnc2n(c1=O)CCS2,108,9
CCC1(CC)Cc2ccccc2C(N)=C1C#N,95,-9
CC1CCCCC1NS(=O)(=O)c1ccc(S(=O)(=O)NCc2ccncc2)cc1 (stereo not drawn),103,9
O=C(Nc1ccc(Cl)cc1)/C(=C\c1cccc([N+](=O)[O-])c1)NC(=O)c1cccs1,.,-19
COCCN(CC(=O)Nc1ccccc1C)S(=O)(=O)c1ccc(S(=O)(=O)N2CCCC2)cc1,114,8
COc1ccc(-c2nnc3sc(C(C)N4C(=O)c5ccccc5C4=O)nn23)cc1 (stereo not drawn),98,-6
CS(=O)(=O)N1CCN(c2ccc([N+](=O)[O-])c(N3CCCCC3)c2)CC1,.,0
CCOc1ccc(NC(=O)/C=C/c2ccc(C)o2)cc1,.,-4
COc1ccccc1NC(=O)N(Cc1ccco1)Cc1cc2c(C)ccc(C)c2[nH]c1=O,60,7
COCCN(CC(=O)NCc1ccc(F)cc1)C(=O)CCC(=O)Nc1nccs1,109,0
O=C(NCCN1CCC(Cc2ccccc2)CC1)C1CCCN(S(=O)(=O)c2cnc[nH]2)C1 (stereo not drawn),98,-2
CC1=C/C(=N/OS(=O)(=O)c2ccc(C)cc2)C=CC1=O,.,7
O=C1CC(N2CCN(C3CCc4ccccc4C3)CC2)C(=O)N1c1ccccc1 (stereo not drawn),95,2
CCCOc1ccc(/C=N/NS(=O)(=O)c2ccc3ccccc3c2)cc1OC,.,103*
Nc1nc(-c2ccco2)nc(N2CCCCC2)n1,104,5
O=S(=O)(c1ccc(Br)c2ccccc12)N1CCCc2ccccc21,.,0
CCOC(=O)C1=C(C)N=C2SCC(=O)N2C1c1ccc(O)cc1 (stereo not drawn),.,8
Cc1cc(C(C)(C)C)cc(C)c1COC(=O)C1CCC(=O)N1 (stereo not drawn),83,-2
CN(c1ccccc1)S(=O)(=O)c1cccc(C(=O)N2CCN(c3ccccn3)CC2)c1,.,-3

# Structures above marked active in HePTP inh:
SMILES,BAP1 block,HePTP inh
CC(=O)NS(=O)(=O)c1ccc(NC(=O)/C=C/c2ccc(F)cc2)cc1,.,74*
CCCOc1ccc(/C=N/NS(=O)(=O)c2ccc3ccccc3c2)cc1OC,.,103*

# The list continues:
SMILES,BAP1 block,HePTP inh
CCC(=O)Nc1ccc2c(c1)C(=O)N(C)C2=O,.,8
Cc1cccc(C(=O)N2CCN(Cc3ccc4c(c3)OCO4)CC2)c1,96,6
Cc1ccc(C)c(S(=O)(=O)NCCOC(=O)Nc2sc(=S)n(C)c2C)c1,.,3
C=CCOc1ccccc1CNCc1cccnc1,146,6
Cc1cc(/C=C2/NC(=O)NC2=O)c(C)n1-c1cccc(Cl)c1,.,-3
CC(=O)c1ccc(N2CCN(CCC#N)CC2)c(F)c1,83,5
O=C(c1ccc(Br)cc1)c1cc(Cl)ccc1NCc1ccccc1,.,1
O=C(CN1CCCCC1)Nc1cc(Cl)ccc1Cl,101,-7
CC1=C(C(=O)OCCOc2ccccc2)C(c2cc3c(cc2Br)OCO3)NC(=O)N1 (stereo not drawn),.,1
CC(=O)N1C(=O)/C(=C/C(=O)c2ccccc2)c2ccccc21,.,-12
COc1ccc(NC(=O)c2ccc(Cc3ccc(C)cc3)o2)cc1,.,4
COC(=O)c1ccc(C2CC(=O)NC(C)=C2C(=O)OCc2ccccc2)cc1 (stereo not drawn),95,4
O=[N+]([O-])c1ccc(Sc2c(-c3ccccc3)nc3sccn23)cc1,.,1
COc1cc(Br)c(/C=C2\C(=O)N(c3ccc(S(N)(=O)=O)cc3)N=C2C)cc1OC,.,-2
CCC(C)NC(=O)C(Cc1ccccc1)n1cccc1 (stereo not drawn),93,-1
CCCN(CCC)c1ccc(/C=N/NC(=O)C(O)c2ccccc2)cc1 (stereo not drawn),.,-7
CCOC(=O)C1=C(C)NC2=C(C(=O)CCC2)C1c1ccc(C)cc1 (stereo not drawn),56,.
Cc1ccc(-c2noc(CCC(=O)NCCc3ccccc3Cl)n2)cc1,90,3
COc1ccc(-c2noc(CCC(=O)Nc3cccc(C)c3)n2)cc1,76,4
CC1CCCCN1C(=O)CSc1nc2ccccc2n1CC(=O)N1CCc2ccccc21 (stereo not drawn),73,-3
CCCCNCCCCOc1c(C)cccc1C,.,-8
CCOc1cc2[nH]c(=O)n(CCCCC(=O)NCc3ccco3)c(=O)c2cc1OCC,82,10
O=C(NCCCN1CCOCC1)C(=O)NCc1ccco1,.,-2
COc1ccc(CC(=O)NCc2ccccc2Cl)cc1OC,.,-3
Cc1cc(C)nc(NS(=O)(=O)c2ccc(N=Cc3c(C)[nH]n(-c4ccc(C)c(C)c4)c3=O)cc2)n1,.,-19

# Taken from above:
# Reading of COc1cc(Br)c(/C=C2\C(=O)N(c3ccc(S(N)(=O)=O)cc3)N=C2C)cc1OC in HePTP inh: -2
# Reading of CC(=O)N1C(=O)/C(=C/C(=O)c2ccccc2)c2ccccc21 in HePTP inh: -12
# Reading of Cc1cc(/C=C2/NC(=O)NC2=O)c(C)n1-c1cccc(Cl)c1 in HePTP inh: -3
# Reading of Cc1cc(C)nc(NS(=O)(=O)c2ccc(N=Cc3c(C)[nH]n(-c4ccc(C)c(C)c4)c3=O)cc2)n1 in HePTP inh: -19
# Reading of O=C(CN1CCCCC1)Nc1cc(Cl)ccc1Cl in BAP1 block: 101
# Reading of CC1=C(C(=O)OCCOc2ccccc2)C(c2cc3c(cc2Br)OCO3)NC(=O)N1 (stereo not drawn) in HePTP inh: 1

# (listing goes on)
SMILES,BAP1 block,HePTP inh
CC1Cc2ccccc2N1C(=O)CCNS(=O)(=O)c1cccc2nsnc12 (stereo not drawn),75,-13
COc1ccccc1NC(=O)CN1C(=O)C2(OCCCO2)c2ccccc21,141,-4
CCc1cc(C)cc(OCCOc2cccc(/C=C3/SC(=S)N(C)C3=O)c2)c1,.,13
Cc1ccc(CNC(=O)CCC(=O)Nc2cc(Cl)ccc2C)cc1,.,-3
CCOc1ccccc1/C=C1/C(=O)NN(c2ccc(C)c(C)c2)C1=O,.,-5
O=C1CCCN1c1ccc(S(=O)(=O)NCc2ccco2)cc1,62,6
O=C(COc1ccc([N+](=O)[O-])cc1)Nc1ccc2oc(-c3cccc(Cl)c3)nc2c1,.,0
O=C(Nc1cccc2nsnc12)c1ccco1,.,2
COc1ccc(N2C(=O)C(Cl)=C(Nc3cccc(OC)c3)C2=O)cc1,.,6
COc1ccc(OC)c(C(O)c2nc3ccccc3n2C(C)C)c1 (stereo not drawn),72,4&-15
Cc1ccsc1/C=C(/C#N)c1nc(-c2ccc(Cl)cc2)cs1,.,5
OC(CNCC1CCCO1)Cn1c2ccccc2c2ccccc21 (stereo not drawn),100,2
COc1ccc(CC(=O)N2CCC(Cc3ccccc3)CC2)cc1OC,.,-6
CCCn1c(SCc2ccc(Cl)cc2)nc2c1c(=O)[nH]c(=O)n2C,95,0
CC(=O)Nc1cccc(Cn2cccn2)c1,72,-9
O=C1CC(N(O)c2ccccc2)C(=O)N1Cc1ccccc1 (stereo not drawn),100,-3
COc1cc(C)nc(N(Cc2ccccc2)S(=O)(=O)c2ccccc2)n1,.,0
CC(CN1CCN(C)CC1)OC(=O)c1ccccc1Cl (stereo not drawn),.,0
COc1ccccc1C1SCCN1S(=O)(=O)c1ccc(Br)cc1 (stereo not drawn),92,.
CS(=O)(=O)N1CCN(C2CCN(Cc3ccccc3)CC2)CC1,94,0&3
CC(=O)Nc1c(I)c(NC(C)=O)c(I)c(C(=O)O)c1I,120,-9
CCOC(=O)Nc1cccc(Nc2ccccc2)c1,90,-4&5
CCOC(=O)C1CCN(S(=O)(=O)c2ccc(NC(=O)OC)cc2)CC1,82,4
O=C(Cn1c(NCCO)nc2ccccc21)c1ccc([N+](=O)[O-])cc1,.,4
CCOC(=O)C(CCOCCOc1c(C)cc(Cl)cc1Cl)C(=O)OCC,.,5

# Reformatted as tab-separated lines: 6 of the compounds above.
Molecule	BAP1 block	HePTP inh
OC(CNCC1CCCO1)Cn1c2ccccc2c2ccccc21 (stereo not drawn)	100	2
COc1ccc(CC(=O)N2CCC(Cc3ccccc3)CC2)cc1OC	.	-6
CCCn1c(SCc2ccc(Cl)cc2)nc2c1c(=O)[nH]c(=O)n2C	95	0
CC(=O)Nc1cccc(Cn2cccn2)c1	72	-9
O=C1CC(N(O)c2ccccc2)C(=O)N1Cc1ccccc1 (stereo not drawn)	100	-3
COc1cc(C)nc(N(Cc2ccccc2)S(=O)(=O)c2ccccc2)n1	.	0

# More structures follow:
SMILES,BAP1 block,HePTP inh
O=C(c1ccc([N+](=O)[O-])cc1)n1c2c(c3ccccc31)CCCC2,.,104*
CCc1[nH]nc(C(=O)N/N=C/c2ccccn2)c1C,.,0
O=C(O)[C@H](Cc1ccccc1)NC(=O)N1CCOCC1,98,2
CCOC(=O)Cc1nnc(NC(=O)C(CC)Sc2nncn2C)s1 (stereo not drawn),89,-3
COc1ccc(C2NC(=O)c3n[nH]c(C)c32)c(OC)c1 (stereo not drawn),97,6
C=CCN(c1ccc(C(=O)N2CCN(c3ccc(F)cc3)CC2)cc1)S(C)(=O)=O,83,10
COc1cc(-c2c(C#N)c(=O)[nH]c3c2c(C)nn3-c2ccccc2)ccc1O,.,5
COc1ccc(Cn2nnnc2CN2CCc3ccccc32)cc1,87,10
CN(C)NC1S/C(=C/C(=O)O)C(=O)N1c1ccccc1 (stereo not drawn),.,-2
CC1CCCCN1C(=O)c1ccc(Cl)c([N+](=O)[O-])c1 (stereo not drawn),202,.
CCc1nnc(NC(=O)CCc2ccc(OC)cc2)s1,.,-20
O=C(NCCN1CCOCC1)/C(=C/c1ccc(Cl)cc1)NC(=O)c1ccccc1,.,-3
NC(C(=O)N[C@@H]1C(=O)N2C(C(=O)O)=C(Cl)CS[C@H]12)c1ccccc1 (stereo partly drawn),84,.
Cc1cc(Nc2ccc(Br)cc2)nc2ccccc12,.,-3
O=C(Nc1cc(C(F)(F)F)ccc1N1CCOCC1)Nc1cccc2ccccc12,.,-8
COc1ccc(C)cc1NC(=O)C1CCCCC1C(=O)O (stereo not drawn),62,8
CS(=O)(=O)c1nnnn1-c1cccc2ccccc12,.,2
CCOc1cc(C(=S)N2CCOCC2)ccc1OC(=O)c1ccc(Cl)cc1,131,.
COC(=O)CSc1nnc(-c2ccc(S(=O)(=O)NCc3cccs3)cc2)o1,90,10
Cc1cccn2c(=O)c(/C=C(\C#N)S(=O)(=O)c3ccccc3)c(N3CCN(C)CC3)nc12,150,2
Cc1ccc(Cn2c(-c3nonc3N)nc3ccccc32)cc1,79,4&-6
